RT RNaseH block: HIV-1 RT RNase H inhibitors, primary screen, biochemical, fluorescence. RT-RNase H RNA/DNA duplex cleavage. 1.9% of 65,000 active. AID 565, 2006. inhibition, % at 10 µM. Gag-Pol polyprotein (Human immunodeficiency virus type 1 group M subtype B (isolate …; in the data active means inhibition above about 50%
RmlCD inh mix: RmlC and RmlD coupled enzyme inhibitors, primary screen, biochemical, 384-well, compound mixtures, retest. inhibition, % at 5.5 µM. 0.39% of 110,000 active. RmlC/RmlD coupled enzyme inhibition, 384-well mixture HTS. AID 1532, 2009; in the data active means inhibition above about 30%, passing the limit was not always enough; further: strong numbers were not always called active
* marks the source's active call; other numbers are inactive results; / = not tested or not shown. Only part of the results is shown; rates above refer to the full screens.

SMILES,RT RNaseH block,RmlCD inh mix
COc1cc(CNC(=O)c2ccc(Cn3nc(C)c(Cl)c3C)o2)cc(OC)c1,-8,-7
COc1cc(C)c(S(=O)(=O)NCc2cccs2)cc1C,-21,/
S=C(c1ccc(-c2cccc(Cl)c2)o1)N1CCOCC1,85*,-22
c1ccc2oc(-c3nn4c(Cn5cnc6ccccc65)nnc4s3)cc2c1,23,/
CCCC(NS(=O)(=O)c1ccc(OC)cc1)C(=O)O (centres undefined),-6,9
O=C1CSC(c2cccc(F)c2)N1c1ccc(O)cc1 (centres undefined),/,-4
CCN1CCc2c(C#N)c(N3CCCCC3)nc(NCc3ccccc3)c2C1,-20,-20
CCOc1ccc(NS(=O)(=O)c2ccc(OCC)c3ncccc23)cc1,/,12
Cc1c(C(=O)N2CCOCC2)oc2ccc(S(=O)(=O)N3CCCC3)cc12,-9,-4
CN(C)c1nc(N2CCCCC2)nc(N2CCCCC2)n1,0,/
O=C(NNc1ccc([N+](=O)[O-])cc1)C12CC3CC(CC(C3)C1)C2,/,-85
CNC(=O)C1=C(C)Nc2nc3ccccc3n2C1c1cccc(OC)c1 (centres undefined),/,5
CCN(CC)CCCN1C(=O)C(O)=C(C(=O)c2ccco2)C1c1ccc(C)o1 (centres undefined),2,-5
O=c1oc2ccccc2n1CCCOc1ccccc1,-53,-7
Cc1ccc(C2c3c(oc4ccc(Cl)cc4c3=O)C(=O)N2CCCN2CCOCC2)o1 (centres undefined),-2,6
CCC1CCCCN1CCNS(=O)(=O)c1ccc2c(c1)CCN2C(C)=O (centres undefined),-6,4
O=C(NCCN1CCOCC1)c1ccc(Cl)cc1[N+](=O)[O-],/,-10
COCCn1c(C)cc(C(=O)COC(=O)c2ccc(-n3nc(C)cc3C)cc2)c1C,3,16
O=C1C2CC=C(Cl)CC2C(=O)N1CCCCCCN1C(=O)C2CC=C(Cl)CC2C1=O (centres undefined),/,-14
Cn1cccc1C(=O)NC(=O)COC(=O)c1ccccc1Sc1ccccc1C#N,-17,-2
O=C1C(SC(F)(F)C(F)F)=C(C(F)(F)F)OC2C3C=CC(C3)C12 (centres undefined),-2,-14
CCCn1nc2cc(C(=O)NCc3ccc4c(c3)OCO4)ccc2c1OCC,/,7
Cc1ccccc1-n1nnnc1SCC(=O)Nc1ccc(S(=O)(=O)N2CCCC2)cc1,-20,4
O=C(COc1ccccc1)Nc1ccc2c(c1)nc1n2CCSC1,-6,3
CCc1ccc2[nH]c(=O)c(C(c3nnnn3CCOC)N3CCN(c4ccc(F)cc4)CC3)cc2c1 (centres undefined),2,0
O=C(Nc1ccc(Br)cc1)/C(=C/c1cccc([N+](=O)[O-])c1)NC(=O)C1CCCCC1,/,0
CC1(C)Cc2ccccc2C(/C(=N/O)C(N)=O)=N1,-12,2
Cc1ccc(S(=O)(=O)NC(=O)Nc2nnc(C3CC3)s2)cc1,/,9
CC1CCN(C(=O)CN(C)S(=O)(=O)c2cccc3nsnc23)CC1,-17,12
COc1ccccc1-n1c(SCC(=O)O)nnc1-c1ccc(S(=O)(=O)N2CCCCC2)cc1,-5,8

SMILES,RT RNaseH block,RmlCD inh mix
COc1cc(NS(=O)(=O)c2ccc(NS(=O)(=O)c3ccccc3)cc2)nc(OC)n1,-2,/
Cc1nnc(SCCn2c(N3CC(C)CC(C)C3)nc3c2c(=O)n(C)c(=O)n3C)s1 (centres undefined),0,4
COc1cc(NC(=O)c2ncn[nH]2)cc(OC)c1OC,3,-8
Clc1ccccc1Cn1nnc2c(Nc3ccccc3)ncnc21,-22,-3
COC(=O)C1=C(C(=O)OC)[C@@H]2N(C)c3ccc(OC)cc3[C@@]23C[C@@H](C(=O)OC)N(C(=O)CC(C)C)C3=N1,/,2
Cc1cc(C)cc(-n2nnc(C(=O)NCc3ccc(Cl)cc3)c2N)c1,-2,12
O=C(CSCc1ccc(F)cc1)N1CCN(c2ccccc2)CC1,/,7
CC(C)Sc1nc2c(cnn2-c2ccc(F)cc2)c(=O)[nH]1,3,8
CCOC(=O)COc1ccc(N)cc1CC(NC(C)=O)(C(=O)OCC)C(=O)OCC,0,-12
Cc1ccc(OC(=O)c2cc3ccccc3o2)cc1,/,10
O=C(Nc1cccnc1)C1COc2ccccc2O1 (centres undefined),/,-11
COc1ccc(CNC(=O)C2CSC(c3ccc(OC)cc3)N2C(C)=O)cc1 (centres undefined),/,-5
O=C(NCc1ccccc1)NC1(C(=O)N2CCCC2)CCCCC1,-3,5
O=C(CN1CCN(Cc2ccc(Cl)cc2)C1=O)NCCN1CCCC1,-9,/
CCN1CCCC1CNCc1ccc(Cl)cc1Cl (centres undefined),-3,4
CCOC(=O)c1cc2sc(C)cc2n1CC(=O)Nc1cccc(C)c1C,-4,7
CCC1S/C(=C(\C#N)C(=O)NCc2ccco2)N(c2ccc(F)cc2)C1=O (centres undefined),-12,10
COc1ccc2c(c1OC)C(=O)OC2CC(=O)c1ccc2c(c1)OCO2 (centres undefined),-12,-6
CN(C)c1ccc(CN(C(=O)c2ccco2)C2CCS(=O)(=O)C2)cc1 (centres undefined),-6,2
O=C(c1nc2nc(-c3cccs3)cc(C(F)(F)F)n2n1)N1CCN(Cc2ccccc2)CC1,/,2
OCCCn1c(CCNc2nc(-c3ccc(Cl)cc3)cs2)nc2cc(C(F)(F)F)ccc21,/,3
CCN1C(=O)CC(N2CCOCC2)C1=O (centres undefined),/,7
O=C(NCc1ccco1)c1cccc(N2CCCC2=O)c1,/,8
COc1ccc(CCNC(=O)CN2CCN(c3cccc(Cl)c3)CC2)cc1OC,-7,-9
O=c1[nH]c2ccc(NC(=S)Nc3ccc(Cl)cc3Cl)cc2[nH]1,/,-8
O=C(NCc1cccnc1)C1CCCN(Cc2cnn(-c3ccccc3)c2-n2cccc2)C1 (centres undefined),/,1
N#Cc1c(N)nc(SCc2ccncc2)c(C#N)c1-c1cccs1,-60,8
CCOC(=O)N1C2=NC(C(=O)OC)=C(C(=O)OC)[C@@H]3N(C)c4ccccc4[C@]23C[C@H]1C(=O)OC,/,5
CC(C)N(CCCNC(=O)C1CCN(S(=O)(=O)N2CCOCC2)CC1)Cc1ccccc1,1,/
CCOc1ccccc1NC(=O)Cn1cnc2c(nnn2-c2cccc(OC)c2)c1=O,-7,-1

SMILES,RT RNaseH block,RmlCD inh mix
CC(=O)C1=NN(c2ccccc2)C(c2cccs2)N1c1ccccc1 (centres undefined),/,-13
COC(C[C@@H]1O[C@H]1[C@@H](O)[C@@H](C)OCc1ccccc1)OC,/,-1
Cc1cccn2c(=O)c3cc(C(=O)NCCN4CCOCC4)c(=N)n(CCc4ccccc4)c3nc12,-34,/
CC(=O)N1CCc2cc(S(=O)(=O)NCCC(=O)Nc3cccc(C)c3)ccc21,-9,11
COC(=O)c1nc2cc(C)ccn2c1F,-11,22
COc1ccccc1NC(=O)CN(Cc1ccccc1)S(C)(=O)=O,/,-8
CCOC(=O)N1CCN(c2c(NCCc3ccccc3)c(=O)c2=O)CC1,/,-11
CC1OC(NCCc2ccccc2)C(O)C(O)C1O (centres undefined),2,-10
CCCCNC(=O)c1onc(CSc2cccc(F)c2)c1C(=O)O,/,6
CCN(CC)c1ncnc2sc(C(=O)N3CCN(c4ccc(OC)cc4)CC3)c(C)c12,1,-15
O=c1c2ccccc2cnn1-c1ccc(Br)cc1,/,-14
O=C(Cc1ccccc1)N1CCN(CC2CC=CCC2)CC1 (centres undefined),-12,/
Cc1ccc(-c2ccc(C3C(C#N)=C(N)Oc4n[nH]c(C)c43)o2)cc1 (centres undefined),/,5
CC(C)COc1cc(=O)[nH]c(SCC(C)C)n1,-53,-16
O=C(Nc1ccc2nn(-c3ccccc3)nc2c1)c1ccc2c(c1)OCO2,35,86
N#Cc1nc(Cc2ccccc2)oc1N1CCC(C(N)=O)CC1,-19,12
CC1(C)CC2CC(C)(CN2C(=O)COC(=O)Cn2[nH]c(=O)c3ccccc3c2=O)C1 (centres undefined),-6,-10
Cc1ccc(C(=O)CSc2nnc(COc3cccc(C)c3)o2)cc1,-8,-11
COc1ccc2[nH]c(=O)c(-c3noc(-c4ccccc4)n3)cc2c1,49,11
COC(=O)c1ccccc1NC(=O)COC(=O)c1ccc(C)c(NC(=O)c2ccco2)c1,-13,-18
O=C(c1cc(Cl)cc(Cl)c1)N1CCC(=O)N(C(COCc2ccccc2)Cc2ccccc2)CC1 (centres undefined),/,-12
CCNc1cc(=O)n(C)c(=O)n1C,-4,-2
CCOC(=O)c1[nH]c(CSc2nnc(-c3ccncc3)n2CCOC)c(C(=O)OCC)c1C,-11,-7
CN1C(=O)C2C=CC1C1C(=O)N(c3ccccc3)C(=O)C21 (centres undefined),-1,10
COc1ccc2c(c1)C(=O)/C(=C/C=C/c1ccccc1)CC2,/,-4
COC(=O)C(N)Cc1ccc(O)cc1 (centres undefined),/,-15
N#Cc1cnc2sc3ccccc3n2c1=N,-11,-2
CCC(C)(C)n1nnnc1C(c1ccc(OC)c(OC)c1)N1CCN(c2cccc(OC)c2)CC1 (centres undefined),-8,-12
Cc1ccc(-n2nc(-c3ccco3)cc2C(=O)NCc2cccnc2)cc1,62*,/
COc1ccc(NC(=O)CSc2nnc(Cc3cccn3C)n2CCc2ccccc2)c(OC)c1,-22,-5

Six entries from above in another layout.
Value order – RT RNaseH block | RmlCD inh mix
CCN(CC)c1ncnc2sc(C(=O)N3CCN(c4ccc(OC)cc4)CC3)c(C)c12
    1 | -15
CC1OC(NCCc2ccccc2)C(O)C(O)C1O (centres undefined)
    2 | -10
COc1ccc(NC(=O)CSc2nnc(Cc3cccn3C)n2CCc2ccccc2)c(OC)c1
    -22 | -5
CC1(C)CC2CC(C)(CN2C(=O)COC(=O)Cn2[nH]c(=O)c3ccccc3c2=O)C1 (centres undefined)
    -6 | -10
CC(C)COc1cc(=O)[nH]c(SCC(C)C)n1
    -53 | -16
Cc1ccc(-c2ccc(C3C(C#N)=C(N)Oc4n[nH]c(C)c43)o2)cc1 (centres undefined)
    / | 5

Additional compounds
| structure | RT RNaseH block | RmlCD inh mix |
| --- | --- | --- |
| CCCC(=O)Nc1nnc(Cc2ccccc2)s1 | -10 | -8 |
| Cc1nn(-c2ccccc2)c(C)c1C(=O)OCC(=O)N1CCN(S(=O)(=O)c2ccccc2)CC1 | -11 | -3 |
| COC(=O)CSc1ccc(C#N)c(SCC(=O)OC)c1 | / | 6 |
| Cc1ccccc1-n1nc2c(c1NC(=O)c1c(-c3ccccc3Cl)noc1C)CSC2 | 2 | 11 |
| O=C(NCc1ccccn1)c1ccc(Cn2cc(Br)cn2)o1 | -7 | 17 |
| CC1=NOC2(C1)N(C)c1ccccc1C2(C)C (centres undefined) | -8 | -7 |
| Cc1nc(SCC(=O)NCc2ccccc2)c2oc3ccccc3c2n1 | / | -2 |
| Cc1ccc(Cn2nnc3c(=O)n(Cc4ccccc4C)cnc32)cc1 | -16 | -5 |
| COc1ccc(-c2oc3ccc(-c4ccc5c(c4)OCO5)cc3c2-c2ccc(OC)nc2)cc1 | / | -2 |
| Cn1nc(-c2ccc(OCC(=O)NCC3CCCO3)cc2)c2ccccc2c1=O (centres undefined) | -3 | 5 |
| COc1ccc(NC(=O)N2CCN(S(C)(=O)=O)CC2)cc1OC | 1 | -16 |
| Brc1ccc(C2C3=C(Nc4ncnn42)c2ccccc2OC3c2ccncc2)cc1 (centres undefined) | / | -6 |

| structure | RT RNaseH block | RmlCD inh mix |
| --- | --- | --- |
| COc1ccc(C(=O)Nn2c(SCC(=O)NCC3CCCO3)nc3ccccc3c2=O)cc1 (centres undefined) | 0 | -14 |
| O=C(Oc1nsnc1N1CCOCC1)N1CCCC1 | / | -3 |
| CCOc1cc(S(=O)(=O)Nc2ccc(CC)cc2)ccc1Cl | / | -12 |
| CCOc1ccc2nc(NC(=O)Nc3cccs3)sc2c1 | -10 | 7 |
| O=C(NCc1ccco1)c1cnn2c1NC(c1ccccc1)CC2C(F)(F)F (centres undefined) | 4 | -13 |
| CC(O)CN(CCC(N)=O)CCC(N)=O (centres undefined) | / | -11 |
| Cc1ccc2oc(=O)c3cc(C(=O)NCc4ccco4)sc3c2c1 | 27 | -9 |
| O=C(CSc1nnc(-c2cccs2)n1CC1CCCO1)c1cc2ccccc2o1 (centres undefined) | -4 | / |
| O=C(Nc1cccc(Cl)c1N1CCCC1)c1ccc(Br)o1 | -49 | -12 |
| COCCSc1nnc(NC(=O)C2CCCCC2)s1 | -1 | 13 |
| CSc1nnc2n(-c3ccccc3)c(=O)c3c4c(sc3n12)CCC4 | -21 | -14 |
| Cc1cccc(CS(=O)(=O)Cc2ccc(C(=O)NCC3CCCO3)o2)c1 (centres undefined) | -7 | / |

Single records, as listed above. Order of values: RT RNaseH block	RmlCD inh mix
COc1ccc(CCNC(=O)CN2CCN(c3cccc(Cl)c3)CC2)cc1OC is entered as -7	-9
Cc1nn(-c2ccccc2)c(C)c1C(=O)OCC(=O)N1CCN(S(=O)(=O)c2ccccc2)CC1 is entered as -11	-3
CC1CCN(C(=O)CN(C)S(=O)(=O)c2cccc3nsnc23)CC1 is entered as -17	12

Continuation.
| structure | RT RNaseH block | RmlCD inh mix |
| --- | --- | --- |
| Cc1c(S(=O)(=O)Nc2cccc(Cl)c2)c(=O)n(C)c(=O)n1C | -8 | 4 |
| Cc1cc(Nc2ccccc2)n(-c2cccc(Cl)c2)n1 | / | 22 |
| Cn1nnnc1SCC(=O)Nc1ccccc1N1CCCCC1 | 7 | 7 |
| O=S(=O)(c1ccc(-c2nnc(SCc3nnc(-c4ccccc4)o3)o2)cc1)N1CCCC1 | 24 | -15 |
| Nc1ccc(Cc2ccc(N)c(C(=O)O)c2)cc1C(=O)O | / | -4 |
| CN(Cc1cccs1)c1ncnc2sccc12 | -43 | 4 |
| O=C(NCCCn1ccnc1)Nc1ccc(Cl)cc1Cl | / | -8 |

Screening data as filed in PubChem BioAssay.
